Peg3 imprint – qHTS Assay for Compounds that Induce Erasure of Genomic Imprints; mouse ES Peg3-LacZ reporter, beta-gal luminescence, 40 h; Potency, µM (doses to about 60.7 µM), without a hit: top-dose activity change, positive = activation, usual class: activators; hit rate 0.02% among 110,000; AID 1948, 2009;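 further: 0% = negative control wells on the plate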
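Readout: BetaGlo luminescence (5 min, room temp) for LacZ from the normally silent maternal Peg3 allele in female Peg3LacZ-Neo ES cells. Cells 300/well, 40 h, 37C, 5% CO2. Data normalized per plate to negative controls.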
p53ts 39C kill – qHTS Screen for Compounds that Selectively Target Cancer Cells with p53 Mutations: Cytotoxicity of p53ts Cells at the Nonpermissive Temperature; AID 902, 2007; hit rate 1.5% among 130,000; H1299-p53A138V viability at 39C, ATP luminescence, 24 h; Potency, µM (top dose mostly 46.1 µM), without a hit: top-dose activity change, negative = cell killing, hits mostly cytotoxic; further: nearly all actives have a fitted effect of over 55% in size
IkB sig inh – IkB Signaling; ABC-DLBCL IkBa-CBG/CBR dual luciferase ratio, 4 h; response scale: scaled: untreated 0%, proteasome inhibitor 100%; hit rate 0.04% among 110,000; Potency, µM (highest dose often 57.1 µM), without a hit: top-dose IkBa stabilization activation; active means well fitted curve in the direction sought with a large enough effect in the signal ratio, not every such curve was filed as active; inconclusive means small, poorly fitted or top-dose-only effect, or a change in a side signal; the % refers to the signal ratio;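 further: the direction sought is a rising ratio; 0% = basal untreated cells and 100% = reference inhibitor full response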
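In this assay, an IκBα–CBG68 fusion accumulates when IKK-driven degradation is blocked; native CBR normalizes for cell number. OCI-Ly3 cells were treated 4 h with compound and doxycycline, then green and red light read after Chroma-Glo addition.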
p53ts 32C kill – qHTS Screen for Compounds that Selectively Target Cancer Cells with p53 Mutations: Cytotoxicity of p53ts Cells at the Permissive Temperature | H1299-p53A138V at 32C, ATP luminescence viability, 24 h | Potency, µM (series often up to 46.1 µM), inactives show at the highest dose activity change, negative = cytotoxicity, hits mostly cytotoxic | hit rate 0.93% among 130,000 | AID 924, 2007;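 further: 0% = DMSO and -100% = full killing by reference compound; nearly all actives have a fitted effect of over 55% in size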
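Viability by ATPlite luminescence after 24 h compound treatment (up to 46 uM) at the permissive 32C. Cells are H1299 carrying p53 A138V. Scale runs from DMSO basal to 100 uM tamoxifen as full kill; AC50 from Hill fits.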
An asterisk follows results filed as active; ? = inconclusive; · = not tested or not shown; [ ] = dose if it differs, or a comment. Unless noted, the call rests on the fitted dose curve; in most records, active means well fitted curve in the direction sought with a large enough effect; inconclusive means small, poorly fitted or top-dose-only effect, or another doubt; inactive means no such curve, though single readings can be large; an effect the other way counts as inactive or inconclusive. Unless noted, on the % scale 0 is the no-effect control and ±100 the full control effect; potency means the concentration at half of the fitted maximal effect.

SMILES	Peg3 imprint	p53ts 39C kill	IkB sig inh	p53ts 32C kill
COc1ccc(-n2ncc(C(=O)Nc3ccc(C)cc3Cl)c2C2CCN(C(=O)OC(C)(C)C)CC2)cc1	6.9%[10.9 µM]	16.5%	?	4.5%
CCOc1ccc(-n2c(CC)nc3c(cnn3-c3ccc(Cl)cc3)c2=O)cc1	?	-21.0%	?	-4.4%
CCN(c1cccc(C)c1)S(=O)(=O)c1cc(Br)cc2c1N(C(C)=O)C(C)C2 (stereo unspecified)	-5.7%[10.9 µM]	8.0%	?	27.3%
CCOC(=O)Cn1c(=O)n(Cc2ccco2)c(=O)c2ccc(C(=O)NCCc3ccccc3)cc21	-10.8%	-7.0%	0.1%	11.0%
CC(C)CO/N=C1/C[C@@H](O)[C@@H](O)[C@@H]2[C@H]3C(=O)N(c4ccc(F)cc4F)C(=O)[C@@H]3CC[C@@H]12	·	4.1%[9.22 µM]	·	6.0%[9.22 µM]
Cn1c(-c2ccc3nc(N)sc3c2)nc2cc(N)ccc21	-0.8%	-26.6%	1.7%	-27.1%
CCn1nnnc1SCC(=O)Nc1nc(C)c(C)s1	·	-6.8%	·	-29.0%
C=CCN1C(=O)/C(=N/n2cnnc2)c2ccccc21	·	4.1%	·	-3.1%
CCC(C)(C)C1CCc2c(sc(NC(=O)C3c4ccccc4Oc4ccccc43)c2C(N)=O)C1 (stereo unspecified)	-10.2%[10.9 µM]	16.4%	4.8%	8.5%
O=C(NCc1ccccc1)NC1(C(=O)N2CCN3CCCC3C2)CCCCC1 (stereo unspecified)	·	19.3%	·	0.3%
Cc1ccc(S(=O)(=O)N2CCOCC2)cc1C(=O)N1CCOCC1	·	2.3%	0.1%	0.0%
COc1ccc(N2CCN(CCCNC(=O)c3nnc(Cc4ccc(F)cc4)o3)CC2)cc1	27.3%[10.9 µM]	1.1%	3.0%	3.0%
CC(C)C(=O)Nc1ccc2c(c1)nc1n2CCSC1	-10.3%	-6.5%	-1.9%	-17.8%
COc1ccccc1Cc1nc2ccccc2nc1SCC(=O)Nc1cccc(Cl)c1C	9.5%[10.9 µM]	3.7%	?	0.2%
c1ccc(Nc2nc3ccccc3[nH]2)nc1	-56.9%[inhibitor]	-6.9%	?	-10.7%
Cn1cccc1Cc1nnc(SCC(=O)Nc2ccc(F)cc2F)n1-c1ccc(F)cc1	-10.4%	-10.9%	1.1%	-2.2%
CC(=O)Nc1nonc1-c1nnc(SCC(=O)Nc2c(C)cccc2C)n1-c1ccccc1	-13.2%[10.9 µM]	38.6%[activator]	?	-0.4%
N/C(CC(=O)NCCOc1ccccc1)=N\O	-12.1%	5.2%	3.7%	-1.4%
COc1cccc(-c2cc(C(=O)NCc3ccc(Cl)cc3)no2)c1	-8.2%	-10.0%	2.2%	-8.2%
O=C(Nc1cccnc1N1CCOCC1)c1cc2ccccc2oc1=O	-2.5%	2.3%	0.9%	8.8%
Cc1cc(=O)n(Cc2ccc(F)cc2Cl)c2c1c(C)nn2C	-14.1%[10.9 µM]	-13.1%	-0.9%	-0.3%
CN1C(=O)N(C)C2C1N(C)S(=O)(=O)N2C (stereo unspecified)	-5.2%	-1.5%	1.7%	9.1%
O=C(Nc1cccc(Cl)c1)Nn1cnnc1	-10.4%[10.9 µM]	0.3%[9.22 µM]	-2.2%[11.4 µM]	-0.1%[9.22 µM]
NC(=O)C/C=C\CC(N)=O	-0.8%[10.9 µM]	-0.9%[9.22 µM]	1.3%[11.4 µM]	-3.8%[9.22 µM]
COc1ncc2nc(-c3cccs3)c(=O)n(CCc3ccccc3)c2n1	-3.3%	5.2%	3.0%[11.4 µM]	7.0%

A second format for some results above:
| canonical_smiles | Peg3 imprint | p53ts 39C kill | IkB sig inh | p53ts 32C kill |
| --- | --- | --- | --- | --- |
| CC(C)C(=O)Nc1ccc2c(c1)nc1n2CCSC1 | -10.3% | -6.5% | -1.9% | -17.8% |
| Cn1cccc1Cc1nnc(SCC(=O)Nc2ccc(F)cc2F)n1-c1ccc(F)cc1 | -10.4% | -10.9% | 1.1% | -2.2% |
| Cc1ccc(S(=O)(=O)N2CCOCC2)cc1C(=O)N1CCOCC1 | · | 2.3% | 0.1% | 0.0% |
| CCC(C)(C)C1CCc2c(sc(NC(=O)C3c4ccccc4Oc4ccccc43)c2C(N)=O)C1 (stereo unspecified) | -10.2%[10.9 µM] | 16.4% | 4.8% | 8.5% |
| O=C(Nc1cccc(Cl)c1)Nn1cnnc1 | -10.4%[10.9 µM] | 0.3%[9.22 µM] | -2.2%[11.4 µM] | -0.1%[9.22 µM] |
| CCN(c1cccc(C)c1)S(=O)(=O)c1cc(Br)cc2c1N(C(C)=O)C(C)C2 (stereo unspecified) | -5.7%[10.9 µM] | 8.0% | ? | 27.3% |

Other entries follow.
SMILES	Peg3 imprint	p53ts 39C kill	IkB sig inh	p53ts 32C kill
Cc1cccc(C(=O)N(Cc2ccco2)Cc2ccccc2F)c1	?	-10.0%	-1.4%	17.9%
Cc1ccc(N2CC(c3nnc(Cc4ccc(F)cc4Cl)o3)CC2=O)cc1 (stereo unspecified)	19.5%[10.9 µM]	-1.6%	1.1%	12.7%
Cc1ccc2c(c1)C(=O)[C@@]1(O)CCN(c3ccccc3)C1=N2	-10.3%	-6.1%	0.7%	7.5%
CC1CCC(C(C)C)[C@H](OC(=O)c2ccccc2)C1 (stereo partly specified)	4.0%	7.8%	·	8.1%
CCOc1ccccc1NC(=O)N(C)CCc1c(C)nn(CC)c1C	-6.4%[10.9 µM]	-1.1%	-2.1%	-4.9%
C(=N\n1cnnc1)/c1ccc(OCc2ccccc2)cc1	-62.9%[inhibitor]	0.8%	0.6%	-18.2%
COc1cccc2c1Oc1nc(-c3ccccc3)nc(SCC(=O)N3CCCCC3)c1C2	23.3%[10.9 µM]	-7.3%	?	0.1%
CCNC(=O)CN(c1ccc(C)cc1)S(=O)(=O)c1ccc(SC)cc1	-9.6%	0.7%	0.2%	0.0%
CCCS(=O)(=O)N1CCC(C(=O)NC2CCC(C)CC2)CC1 (stereo unspecified)	-12.7%	-7.4%	-0.5%	-16.6%
O=C(O)Cc1c(O)ccc2ccccc12	-6.4%[10.9 µM]	6.2%[9.22 µM]	0.2%[11.4 µM]	-3.4%[9.22 µM]
COc1cccc(CNC(=O)c2cnc3sc(N4CCCC4)nn3c2=O)c1OC	-8.6%[10.9 µM]	-17.6%	-0.3%	-3.6%
Cc1ccc(CNC(=O)CSc2n[nH]c(N)n2)cc1	3.7%	-5.2%	0.8%	7.4%
CC1=C(C(=O)OC2CCCC2)C(c2ccc(F)cc2F)CC(=O)N1 (stereo unspecified)	16.0%[10.9 µM]	-6.8%	3.5%	13.7%
N#CC1=C(N)C(C#N)(C#N)C(c2cccnc2)C2CN(C(=O)OCc3ccccc3)CC=C12 (stereo unspecified)	·	16.1%	·	5.6%
COc1cccc(-n2nnc(-c3nc(-c4ccccc4F)no3)c2C)c1	-27.6%[10.9 µM]	?	-2.7%	?
COc1ccc(-c2oc3ncn4nc(-c5ccccc5Cl)nc4c3c2-c2ccc(OC)cc2)cc1	-6.0%[10.9 µM]	14.9%	4.9%	5.0%
CCC1CCCCN1CCCNC(=O)CN1C(=O)CSc2ccc(S(=O)(=O)N3CCOCC3)cc21 (stereo unspecified)	-15.6%[10.9 µM]	-27.7%	0.0%	3.4%
O=C(c1noc2c1CCCCC2)N1CCOCC1	-2.7%	1.1%	-2.1%	-1.6%
COc1ccccc1NC(=O)c1c(C)cc(C)nc1SCC(=O)c1ccc(Cl)cc1	7.8%[10.9 µM]	-13.8%	-2.5%	2.6%
Cc1cccc(N2CCN(C(=O)c3oc(=O)c4ccccc4c3-c3ccccc3)CC2C)c1 (stereo unspecified)	-6.3%[10.9 µM]	-8.4%	?	31.2%[activator]
CCOc1ccccc1NC(=O)C(CC(C)C)NS(=O)(=O)c1ccc2c(c1)oc(=O)n2C (stereo unspecified)	?	-4.6%	0.1%	4.3%
COc1ccc(NC(=O)c2nc3nc(C)cc(C(F)F)n3n2)cc1OC	-0.8%	1.7%	2.6%	-5.2%
CSc1nsc(SC)c1C(=O)N1CCN(S(=O)(=O)c2ccc(C)cc2)C1C(C)C (stereo unspecified)	·	-15.7%	·	-11.4%
COc1ccc(Nc2nnc(-c3ccc(C)c(S(N)(=O)=O)c3)c3ccccc23)cc1	-4.6%[10.9 µM]	35.3%[activator]	?	48.7%[activator]
O=c1c2c(-c3ccco3)csc2nc(SCc2cn3cccnc3n2)n1-c1ccccc1	1.6%	-13.5%	0.4%	6.2%
Further compounds follow.
SMILES	Peg3 imprint	p53ts 39C kill	IkB sig inh	p53ts 32C kill
Cc1cccc(Cn2cc(C(=O)Nc3ccc(S(N)(=O)=O)cc3)ccc2=O)c1	-6.1%[10.9 µM]	-26.2%	1.0%	-2.7%
CC(=O)N1CCC2(CC1)C(C#N)=C(N)Oc1n[nH]c(C(F)(F)F)c12	·	16.1%	·	-9.8%
O=C(CSc1nc2ccccc2c(=O)n1Cc1ccco1)NCc1ccccc1	-11.0%	2.1%	0.2%	4.3%
CC1CN(S(=O)(=O)c2ccccc2)C(C)CN1S(=O)(=O)c1ccccc1 (stereo unspecified)	·	15.2%	·	-10.7%
CCOc1ccc(OCC)c(Nc2nc3ccc(Cl)cc3n3cnnc23)c1	8.8%[10.9 µM]	-4.0%	-0.1%	11.7%
COC(=O)Cn1cnc2c(nnn2-c2ccc(C)cc2)c1=O	-4.6%	-3.0%	-2.0%	0.6%
O=C(NC1CC(=O)N(c2ccc(Cl)cc2)C1)c1ccc2c(c1)OCO2 (stereo unspecified)	3.7%[10.9 µM]	5.1%	-0.5%	1.0%
O=C(c1ccc2c3c(cccc13)CC2)N1CCOCC1	-4.1%	-1.9%	-0.8%	5.8%
Cc1ccc(CCNc2nc3c(S(=O)(=O)c4ccccc4)nnn3c3ccsc23)cc1	-7.0%[10.9 µM]	-2.1%	0.1%	-4.8%
Cc1nnc(NC2=NCCCCC2)o1	-9.0%	5.6%	1.2%	-12.6%
O=C(NCCC1=CCCCC1)C1CC(=O)N(C2CCCCCC2)C1 (stereo unspecified)	-12.7%	3.6%	-3.3%	-0.9%
CCOC(=O)c1noc2nc(C)n(CC(=O)Nc3cc(Cl)ccc3OC)c(=O)c12	-3.7%[10.9 µM]	-11.2%	2.3%	-5.0%
O=C(CCc1nc2cccnc2n1-c1ccccc1)Nc1ccc(Cl)c(Cl)c1	-4.2%[10.9 µM]	?	?	-9.3%
CC(=O)c1cc2c(cc1NC(=O)CN1CCOCC1)OCO2	2.6%	1.5%	-1.2%	9.1%
CCn1cc(C(=O)N2CCN(c3cc(Cl)ccc3C)CC2)c(=O)c2cc(S(=O)(=O)N3CCCC3)ccc21	3.3%[10.9 µM]	-14.8%	?	-1.6%
Cc1ccc(NS(=O)(=O)c2c(C)nc3sccn3c2=O)c(Cl)c1	-6.2%[10.9 µM]	38.4%[activator]	-4.6%	16.2%
Cc1ccc2c(c1)N(C(=O)N1CCC(C(=O)NCc3ccccc3F)CC1)CC(C)O2 (stereo unspecified)	-6.0%[10.9 µM]	7.7%	-2.1%	-0.4%
Cc1ccc(S(=O)(=O)N2CCN(C(=O)CSc3nnc(C)c(=O)[nH]3)CC2)cc1	-2.6%	-0.2%	2.6%	20.9%
CCc1ccccc1NC(=O)C1COc2ccccc2C1 (stereo unspecified)	-6.5%[10.9 µM]	-5.4%	-4.6%	0.2%
Cc1cccc(N2CCN(C(=O)CN3C(=O)COc4ccc(S(=O)(=O)N5CCCC5)cc43)CC2)c1C	-13.0%[10.9 µM]	-14.9%	?	2.4%
COc1ccc(N2CCN(CCCNC(=O)c3ccc4nc(CCc5ccccc5)oc4c3)CC2)cc1	-22.3%[10.9 µM]	?	?	-15.4%
COc1ccccc1N1CCN(S(=O)(=O)c2c(C)sc3ncn(CC(=O)Nc4ccc(C(F)(F)F)cc4)c(=O)c23)CC1	-10.1%[10.9 µM]	26.5%	?	4.5%
CC(=C1C2C=CC1C1C(=O)NC(=O)C21)c1ccccc1 (stereo unspecified)	-10.9%	8.2%	25.5%	5.5%
Cc1cccc(-c2nc3c4ccccc4nc(N4CCN(c5ccc(F)cc5)CC4)n3n2)c1	-8.9%[10.9 µM]	-5.3%	-1.0%	-4.2%

Screening data deposited in PubChem BioAssay by National Center for Advancing Translational Sciences (NCATS).
